Rv3671c inh: inhibitors of M. tuberculosis serine protease Rv3671c | 320,000 compounds, 0.048% hits | inhibition, % at 5.96 µM | AID 2606 | P9WHR9; in the data active = inhibition above about 38%;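 also: extracellular domain of Rv3671c used as enzyme; 0% = enzyme with DMSO and 100% = no enzyme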
Target sequence (P9WHR9 whole entry, looked up, the tested form may be a part): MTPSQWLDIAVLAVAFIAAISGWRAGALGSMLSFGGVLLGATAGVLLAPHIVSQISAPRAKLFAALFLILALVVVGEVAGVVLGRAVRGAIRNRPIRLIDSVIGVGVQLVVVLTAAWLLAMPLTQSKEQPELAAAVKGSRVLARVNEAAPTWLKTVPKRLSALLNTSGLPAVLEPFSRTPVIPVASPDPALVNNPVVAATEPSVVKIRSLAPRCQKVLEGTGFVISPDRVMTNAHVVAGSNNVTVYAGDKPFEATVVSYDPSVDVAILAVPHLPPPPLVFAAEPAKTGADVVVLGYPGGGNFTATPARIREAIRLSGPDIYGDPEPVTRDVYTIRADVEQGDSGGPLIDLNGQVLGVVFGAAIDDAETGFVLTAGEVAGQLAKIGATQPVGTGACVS
BH1578 lux ind: inducers of Vibrio cholerae quorum light production without autoinducers | V. cholerae BH1578 lux reporter, luminescence, 6 h | activation, % at 18.7 µM | 350,000 compounds, 0.16% hits; in the data active = activation mostly above about 9.7%, no sharp cut-off; also: not every result past the cut was called active; inactives centre near 0; reference of the scale not given here
UGM FP inh: inhibitors of M. tuberculosis UDP-galactopyranose mutase; purified UGM, fluorescence polarization probe displacement; inhibition, % at 10 µM; 320,000 compounds, 0.06% hits; in the data active = inhibition above about 10%, passing the limit was not always enough
Mtb BioA inh: inhibitors of Mycobacterium tuberculosis BioA enzyme. purified M. tuberculosis BioA enzyme, plate reader. inhibition, % at 9.99 µM. 360,000 compounds, 0.096% hits. AID 602481; in the data active = inhibition above about 40%
PriA SSB inh: inhibitors of Klebsiella pneumoniae PriA binding to SSB C-terminal tail; AlphaScreen SSBct-PriA binding, biotinylated peptide; inhibition, % at 33 µM; 430,000 compounds, 0.6% hits; AID 1272365; in the data active = inhibition mostly above about 37%, no sharp cut-off; inactive = mostly below about 20%;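 also: plate controls were negative control peptide for no effect and reference peptide for full effect; strong numbers were not always called active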
3CLpro inhibitor: SARS-CoV 3CLpro protease inhibition; P0C6X7; recombinant SARS-CoV 3CLpro, quenched FRET peptide cleavage; inhibition, % at 6 µM; 290,000 compounds, 0.14% hits; in the data active = inhibition above about 12%
GDH-TPI counter: GDH-TPI coupled enzyme inhibition counter-screen; AID 588335; GDH-TPI coupled enzyme counterscreen, NADH absorbance; inhibition, % at 4.8 µM; 360,000 compounds, 1.2% hits; in the data active = inhibition above about 30%;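 also: 0% = DMSO wells and 100% = wells lacking the enzyme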
VHR inh abs: inhibitors of human VHR1 phosphatase (DUSP3); P51452; recombinant VHR phosphatase, pNPP absorbance; inhibition, % at 13.3 µM; 290,000 compounds, 0.52% hits; in the data active = inhibition above about 50%; also: some compounds called inactive have numbers as strong as hits
Target sequence (P51452 whole entry, looked up): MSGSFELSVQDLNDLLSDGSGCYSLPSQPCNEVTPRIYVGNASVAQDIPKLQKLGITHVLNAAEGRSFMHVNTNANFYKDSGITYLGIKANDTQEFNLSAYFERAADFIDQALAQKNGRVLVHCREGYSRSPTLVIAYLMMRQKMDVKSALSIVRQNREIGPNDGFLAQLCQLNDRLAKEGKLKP
MazEF act: MazEF (E. coli) toxin RNase activation. P0AE70. FAM/BHQ RNA-DNA oligo cleavage fluorescence, 5 h. activation, % at 20 µM. 350,000 compounds, 0.32% hits; in the data active = activation above about 50%
Target sequence (P0AE70 whole entry, looked up): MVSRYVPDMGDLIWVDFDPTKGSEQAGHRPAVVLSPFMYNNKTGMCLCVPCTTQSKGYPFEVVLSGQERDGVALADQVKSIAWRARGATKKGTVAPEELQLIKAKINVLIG
Mtb FBA inh: Mtb fructose-bisphosphate aldolase inhibition; P9WQA3; inhibition, % at 1 µM; 360,000 compounds, 2.3% hits; AID 588726; purified M. tuberculosis FBA, fluorescence read-out; in the data active = inhibition above about 27%;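 also: 0% = vehicle and 100% = reference inhibitor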
Target sequence (P9WQA3 whole entry, looked up): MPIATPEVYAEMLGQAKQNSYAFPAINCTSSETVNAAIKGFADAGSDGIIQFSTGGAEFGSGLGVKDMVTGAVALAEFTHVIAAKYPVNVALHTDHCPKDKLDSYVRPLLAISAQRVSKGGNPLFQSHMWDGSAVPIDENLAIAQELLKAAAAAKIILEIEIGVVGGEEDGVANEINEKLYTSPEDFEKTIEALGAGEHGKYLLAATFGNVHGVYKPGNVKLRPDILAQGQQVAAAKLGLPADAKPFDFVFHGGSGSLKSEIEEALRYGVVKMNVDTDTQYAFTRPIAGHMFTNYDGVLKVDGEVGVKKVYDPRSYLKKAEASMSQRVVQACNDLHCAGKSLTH
Starred values were filed as active, the others as inactive; i = inactive; . = no result given; & = joins results of further samples. An excerpt; count on the stated rates, not on these rows.

SMILES	Rv3671c inh	BH1578 lux ind	UGM FP inh	Mtb BioA inh	PriA SSB inh	3CLpro inhibitor	GDH-TPI counter	VHR inh abs	MazEF act	Mtb FBA inh
CC(=O)O[C@H](CC(=O)O)C[N+](C)(C)C	7	-0.6	1.7	-0.6	-7	.	9	.	4	2
Cc1cc(OCc2cc(C(=O)N(C)Cc3ccccn3)no2)cc(C)c1Cl	1	0.5	-2.6	1.1	-13	5	1	4	4	-1
COCCN(C(=O)CCC(=O)Nc1cc(C)on1)C(C(=O)NC1CCCC1)c1ccccc1F (configuration not stated)	-6	-0.4	2.0	.	7	2	4	6	-23	-1
CC(C)(CNC(=O)Cc1ccc(NS(=O)(=O)c2cccc(C(F)(F)F)c2)cc1)N1CCOCC1	1	-0.3	2.5	.	2	.	-4	.	-1	2
CC(C)C(C)NC(=O)COc1ccc([N+](=O)[O-])cc1Cl (configuration not stated)	2	-2.3	3.3	-0.9	0	-3	6	-17	0	0
COc1ccccc1NC(=O)CSc1nnc(C2CCCCC2)n1-c1ccccc1	-2	-0.4	0.6	8.1	1	6	1	4	-2	-3
S=C(NCCc1ccccn1)NC1CCCCC1	1	-0.2	7.8	.	-3	-2	-6	-4	-5	-2
O=C1/C(=C/c2ccc(N3CCCC3)cc2)NC(=S)N1C1CC1	-19	-3.7	-2.8	-6.4	-17	-3	9	52*	-180	-24
O=C(NCc1ccccc1)C1=C[C@@H](c2ccc(C(F)(F)F)cc2)C[C@@H](OCc2ccc(CO)cc2)O1	-23	i	-1.8	-1.6	-7	2	9	12	-4	3
O=C(Nc1ccc(S(=O)(=O)Nc2cnc3ccccc3n2)cc1)c1ccccc1Br	4	-0.3	1.4	4.5	-3	5	8	-11	8	4
Cc1cc(C)c(NC(=O)COC(=O)CCn2c(C)csc2=O)c(C)c1	6	-0.3	-0.4	.	-2	.	2	.	-6	3
Cc1ccc(N(CCC#N)C(=O)COC(=O)c2ccccn2)cc1	2	0.5	-0.2	-0.5	-1	1	6	8	2	2
O=C(N1CCCCC1)N1CCN(c2ccc(Cl)cc2)CC1	0	7.7	-0.5	0.6	-11&-18	4	3	-12	1	0
O=C(C[C@H]1C/C=C\C[C@H](NC(=O)OCC2c3ccccc3-c3ccccc32)C(=O)O[C@H](c2ccccc2)CNC1=O)N[C@H](CO)Cc1ccccc1	-21	i	-2.2	-2.3	-3	.	9	.	-10	5
COc1ccc(C(=O)NCC(=O)OCc2ccc(F)cc2Cl)cc1OC	-6	i	5.0	-3.0	-8	-3	8	-7	6	1
CCCNC(=O)Cn1cnc2sc(C(=O)NCCCN3CCOCC3)c(C)c2c1=O	12	-0.2	1.5	-2.0	-11	-1	-2	-7	8	3
COc1ccc2c(c1)Cc1sc(NC(C)=O)nc1-2	-7	i	-3.6	-0.5	0	-12	29	-2	2	-3
COc1ccc(C2C(C#N)=C(N)Oc3cc(N)ccc32)cc1 (configuration not stated)	.	-0.2	-1.3	-0.7	-4	3	-4	56*	9	2
Cc1cc(NC(=O)CCC(=O)N(Cc2ccco2)C2(C(=O)NC3CCCC3)CCCCC2C)no1 (configuration not stated)	0	-0.4	-0.2	-1.3	6	0	-2	13	1	-1
CCC(C)(C)C(=O)Nc1nnc(CCc2ccccc2)s1	1	-0.1	-0.4	0.6	-13	3	-2	12	-1	-1
CCN1CCN(S(=O)(=O)c2ccc(Cl)c(C(=O)N(C)Cc3ccc(Cl)cc3Cl)c2)CC1	5	-1.6	0.2	1.1	8	1	-7	-9	-1	4
COc1cc2c(cc1NC(=O)CSc1ccccn1)oc1ccccc12	-1	i	1.7	-0.5	-4	-3	-3	17	-8	3
Cc1ccc(C)c(N2CCN(C(=O)c3cc(S(=O)(=O)N4CCCC4)cn3C)CC2)c1	0	-0.3	-3.3	0.2	4	5	-6	-2	-3	0
CCC(=O)N1CCCC(C)(C(=O)Nc2ccc(OC(F)F)cc2)C1 (configuration not stated)	.	-0.7	.	-3.0	.	.	6	.	.	2
COCc1cc(=O)[nH]c(Nc2nc(C)c3cc(OC)ccc3n2)n1	-10	.	-1.4	.	.	1	.	28	.	.
SMILES	Rv3671c inh	BH1578 lux ind	UGM FP inh	Mtb BioA inh	PriA SSB inh	3CLpro inhibitor	GDH-TPI counter	VHR inh abs	MazEF act	Mtb FBA inh
Cc1ccc(S(=O)(=O)/N=C2/NC(=O)/C(=C/c3ccccn3)S2)cc1	-1	2.0	2.5	0.4	.	4	20	6	5	-2
C=CC[C@@H](CC(=O)OC(C)(C)C)C(=O)OC[C@H]1CCCN1C(=O)[C@@H](CC=C)CC(=O)N(CCO)Cc1ccccc1	-6	-7.1	-0.2	1.3	1	.	11	.	-1	6
COC(=O)c1cc(=O)n(-c2c(Cl)cc(C(F)(F)F)cc2Cl)[nH]1	5	i	0.4	-0.5	5	4	13	-28	3	2
Cc1nnc(SCC(=O)c2c(N)n(C3CC3)c(=O)[nH]c2=O)n1-c1ccccc1	4	i	1.6	-0.8	1	.	-3	.	9	2
O=C(NCCN1CCCCC1)c1cc(COc2c(F)cccc2F)on1	2	i	2.7	1.3	3	1	9	48	-7	2
CN(C)S(=O)(=O)c1ccc(N2CCCC2)c(C(=O)Nc2nc3c(ccc4ccccc43)s2)c1	-45	0.1	-1.9	0.7	-6	-6	16	2	-17	10
COc1ccc(-n2nnnc2-c2ccc(S(C)(=O)=O)cc2Cl)cc1	0	i	-1.7	.	-2	-1	4	42	12	0
COc1ccc(CNc2oc(Cc3cccc4ccccc34)nc2C#N)cc1	-24	-3.4	-2.8	-3.4	27	8	10	-2	-1	0
CCOc1cccc(CN2CCN(c3cccc(C(F)(F)F)c3)CC2)c1O	1	-0.5	-0.5	0.0	-6	3	10	3	0	2
N#Cc1cc2ccccc2n2nnnc12	3	-0.3	-1.1	0.0	3	3	0	12	-2	-3
CCOc1cc(N2CCOCC2)c(OCC)cc1NC(=O)CN1CCCC(C)C1 (configuration not stated)	2	-0.4	-0.2	.	3	-2	3	10	8	0
COc1ccc(NC(=O)c2csc3c2CCCCC3)c(OC)c1	2	i	-0.1	.	-18	1	6	22	-24	-3
Cc1ccc(S(=O)(=O)N2CCN(C(=O)CSc3ncn[nH]3)CC2)cc1	9	-1.6	0.9	0.0	-4	.	2	.	0	0
COC(=O)C1=C(C)N(C)C(=S)N(C)C1c1cccc(Br)c1 (configuration not stated)	-4	-0.1	3.0	-1.3	-12	1	1	1	-18	-3
COc1ccc(CCNC(=O)CN2CCN(S(=O)(=O)c3ccc(Cl)cc3)CC2)cc1OC	0	.	2.8	-3.4	-12	-1	5	6	1	-5
COC/C=C/C1=CC2=CC(=O)C(C)(OC(=O)c3cnc4ccccc4n3)C(=O)C2=CN1CC1CC1 (configuration not stated)	1	-1.3	-1.8	-1.4	-11	.	13	.	8	-4
Cc1ccc2oc(=O)n(CC(=O)N3CCOCC3)c2c1	-1	-0.8	0.3	0.2	5	2	-2	23	-13	3
O=C(c1ccccc1-c1ncc[nH]1)N1CCc2c([nH]c3ccccc23)C1c1ccccn1 (configuration not stated)	-3	i	2.3	.	28	-4	9	31	4	0
CC(NCc1ccc(S(N)(=O)=O)cc1)C(=O)N1CCc2ccccc21 (configuration not stated)	-10	i	-0.7	.	-2	-1	-5	21	6	-3
COc1ccc(CCNC(=O)COc2ccc(S(=O)(=O)NCC(C)C)cc2Cl)cc1OC	3	-0.2	-2.7	.	4	1	5	22	3	2
CCCN1CCC(CCOc2ccccc2)(C(=O)OCC)CC1	1	5.6	0.4	3.2	-3	3	2	5	1	3
Cc1ccc(NS(=O)(=O)c2cccc(C(=O)Nc3cc(C)on3)c2)cc1	-8	0.3	5.4	1.0	-8	-3	0	-14	2	1
COC(=O)c1ccccc1NC(=O)C(C)n1nc(C)c2c(C)n(-c3ccccc3)nc2c1=O (configuration not stated)	-6	i	-0.1	6.2	-1	0	2	10	-3	7
COc1cc2c(cc1NC(=O)COC(=O)c1ccccc1)oc1ccccc12	4	.	1.8	.	.	1	.	24	.	.
O=[N+]([O-])c1ccc(S(=O)(=O)Nc2nc3ccccc3nc2Nc2ccccc2)cc1	6	0.2	1.7	.	9	1	8	9	-1	0

Only UGM FP inh, MazEF act and PriA SSB inh, for two of the compounds above:
structure	UGM FP inh	MazEF act	PriA SSB inh
Cc1ccc2oc(=O)n(CC(=O)N3CCOCC3)c2c1	0.3	-13	5
N#Cc1cc2ccccc2n2nnnc12	-1.1	-2	3

The list goes on:
SMILES	Rv3671c inh	BH1578 lux ind	UGM FP inh	Mtb BioA inh	PriA SSB inh	3CLpro inhibitor	GDH-TPI counter	VHR inh abs	MazEF act	Mtb FBA inh
O=C(O)c1[nH]c2ccccc2c1C(c1cc(Cl)cc([N+](=O)[O-])c1O)c1c(C(=O)O)[nH]c2ccccc12	8	-0.2	7.7	1.0	3	12	3	11	4	-5
CCOC(=O)c1c(NC(=O)C2CC(Cl)=CCC2C(=O)O)sc2c1CC(C)(C)OC2 (configuration not stated)	6	i	2.6	.	-11	9	4	38	0	2
COc1ccc(C(=O)Nc2ccc3cn[nH]c3c2)c(OC)c1	-2	-0.4	-3.2	.	-8	3	5	30	7	3
COc1ccc(N2CCN(S(=O)(=O)c3c(C)n(C)c(=O)n(C)c3=O)CC2)cc1	6	-0.6	2.1	-0.6	-7&-3	-4	-6	14	9	-1
COC(=O)c1ccc(NC(=O)CN2CCN(c3ccc(Cl)cc3)CC2)cc1	-3	-4.5	-1.4	0.5	-10	-1	0	-11	-8	1
CC(C)(CSc1ccccn1)NS(=O)(=O)c1ccccc1	1	-0.3	0.2	.	-14&-2&-3	-2	12	1	-4	5
CCN(CC)S(=O)(=O)c1cccc(C(=O)Nc2ccc3c(c2)OCO3)c1	8	-0.4	-0.8	.	1	1	6	4	-7	0
COCCn1c(COC)nc2ccccc21	1	i	-0.7	-0.3	-8	3	8	6	0	1
Cc1ccc(NC(=O)CC2(CC(=O)O)CCCC2)cc1	4	-0.4	1.9	-1.9	-7	3	-6	57*	7	-1
CN(C)CCCn1c2c(c(SCC(=O)Nc3cccc4ccccc34)nc1=O)CCCC2	2	i	-0.3	0.5	-3	.	10	.	8	5
CCC1CCCCN1C(=O)c1ccc(OC2CCN(Cc3ccccn3)CC2)cc1 (configuration not stated)	0	i	0.5	-0.8	-8	-2	3	30	4	0
S=c1[nH]nc(Cn2c(-c3ccccn3)nc3ccccc32)n1-c1ccc2c(c1)OCCO2	7	-0.5	-0.6	-0.8	-4	6	-2	12	7	0
O=c1c2c([N+](=O)[O-])cc([N+](=O)[O-])cc2sn1-c1ccc(Br)cc1	5	-0.3	1.5	.	34	2	8	7	-34	-2
Cc1cc(C)c2ccc(N)nc2c1O	3	-0.4	1.1	0.9	-5	-4	1	10	7	2
CN1C(=S)SC(/[N+]([O-])=C/c2cccnc2)C1(C)C (configuration not stated)	1	.	1.7	0.1	-16	-1	2	14	2	-5
N#CC1c2ccccc2C=CN1C(=O)c1ccc(N(CCCl)CCCl)cc1 (configuration not stated)	.	i	.	.	.	.	20	.	3	15
CC(C)Oc1ccc2ccccc2c1C=O	-4	-0.3	-0.3	-1.8	-12	-2	-3	17	7	-1

Structures from the list above with two or more sulfur atoms, in the order listed:
SMILES	Rv3671c inh	BH1578 lux ind	UGM FP inh	Mtb BioA inh	PriA SSB inh	3CLpro inhibitor	GDH-TPI counter	VHR inh abs	MazEF act	Mtb FBA inh
Cc1ccc(S(=O)(=O)/N=C2/NC(=O)/C(=C/c3ccccn3)S2)cc1	-1	2.0	2.5	0.4	.	4	20	6	5	-2
CN(C)S(=O)(=O)c1ccc(N2CCCC2)c(C(=O)Nc2nc3c(ccc4ccccc43)s2)c1	-45	0.1	-1.9	0.7	-6	-6	16	2	-17	10
Cc1ccc(S(=O)(=O)N2CCN(C(=O)CSc3ncn[nH]3)CC2)cc1	9	-1.6	0.9	0.0	-4	.	2	.	0	0
CC(C)(CSc1ccccn1)NS(=O)(=O)c1ccccc1	1	-0.3	0.2	.	-14&-2&-3	-2	12	1	-4	5
CN1C(=S)SC(/[N+]([O-])=C/c2cccnc2)C1(C)C (configuration not stated)	1	.	1.7	0.1	-16	-1	2	14	2	-5
